# Assay outcomes deposited in PubChem by The Scripps Research Institute Molecular Screening Center.
# CHO-K1 Ca antag – counter-screen for M1 antagonists: effect in parental CHO-K1 cells. ATP-induced calcium, Fluo-8 fluorescence. inhibition, % at 3 µM. 0.6% of 360,000 active. AID 602250;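 active = inhibition above a per-plate cutoff, the plate's mean sample inhibition plus 3 SD, cut at about 24% in these data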;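 also: 0% = DMSO plus EC80 ATP and 100% = DMSO alone without ATP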
# TAAR1 agonist – agonists of human TAAR1. CHO RD-HGA16 TAAR1, Fluo-8 calcium fluorescence; vehicle wells 0%, saturating PEA agonist 100%. AID 624467. activation, % at 3 µM. 0.99% of 360,000 active;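 active = activation above the mean activation of all test compounds in the run plus 3 SD, cut at about 38% in these data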
# Target sequence (Q96RJ0 whole entry, looked up): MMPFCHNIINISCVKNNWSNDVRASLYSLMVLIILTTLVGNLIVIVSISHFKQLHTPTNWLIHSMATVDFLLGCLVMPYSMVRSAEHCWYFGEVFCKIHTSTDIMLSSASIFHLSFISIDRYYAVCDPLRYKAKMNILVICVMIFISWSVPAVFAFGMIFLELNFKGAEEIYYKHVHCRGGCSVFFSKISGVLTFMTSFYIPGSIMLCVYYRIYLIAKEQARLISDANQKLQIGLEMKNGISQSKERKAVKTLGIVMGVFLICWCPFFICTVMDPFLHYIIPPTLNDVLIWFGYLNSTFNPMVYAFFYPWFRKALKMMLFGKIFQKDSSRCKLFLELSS
#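 test system = CHO RD-HGA16 cells carrying human TAAR1 plus Gα16 | schedule = 17-24 h seeding, 75 min 37 °C dye, 30 min RT | compound dosing = 3 µM single concentration | control set = DMSO and PEA EC100 | replicates = n 1 | signal = Fluo-8 fluorescence, 5 s baseline then 140 s kinetic read | measure = percent activation vs PEA EC100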
# M1 antag – antagonists of human M1 muscarinic receptor; AID 588852; inhibition, % at 3 µM; CHO-K1 hM1, Fluo-8 calcium fluorescence, ACh EC80 antagonist; P11229; 1.3% of 360,000 active;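 active = percent inhibition above its own plate's cutoff, namely the mean of that plate's compound wells plus 3 SD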;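 also: peak over basal fluorescence ratio during 140 s after agonist addition; 0% = ACh EC80 plus DMSO and 100% = DMSO alone without agonist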
# OXTR potentiator – human OXTR potentiation. activation, % at 3 µM. P30559. CHO-OTR cells, Fluo-8 calcium fluorescence, potentiator mode; 0% = oxytocin EC15, 100% = EC100. 0.061% of 320,000 active;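 active = activation above that plate's cutoff, the mean activation of tested compounds plus 3 SD, cut at about 6.6% in these data, passing the limit was not always enough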;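 also: 100% uses oxytocin at 75 nM as the full agonist control; some results filed as inactive read as strong as hits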
# Target sequence (P30559 whole entry, looked up): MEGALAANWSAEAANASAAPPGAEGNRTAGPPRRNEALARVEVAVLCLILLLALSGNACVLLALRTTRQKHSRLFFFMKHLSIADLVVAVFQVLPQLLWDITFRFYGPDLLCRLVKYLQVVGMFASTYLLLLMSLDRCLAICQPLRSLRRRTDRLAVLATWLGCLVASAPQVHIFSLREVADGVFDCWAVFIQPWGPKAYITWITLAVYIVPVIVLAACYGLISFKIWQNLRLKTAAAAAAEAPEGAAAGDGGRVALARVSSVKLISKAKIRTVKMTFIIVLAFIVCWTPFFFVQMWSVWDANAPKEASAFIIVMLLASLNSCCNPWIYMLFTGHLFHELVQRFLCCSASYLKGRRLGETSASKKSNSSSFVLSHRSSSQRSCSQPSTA
#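 Assay system: CHO cell line stably expressing human OTR. Reagent: EC15 oxytocin agonist. Dosing: single dose, 3.0 µM nominal final compound concentration. Timing: compound 6 min at room temperature before oxytocin, 100 s read. Signal: kinetic Fluo-8 calcium fluorescence. Controls: oxytocin EC15 low and EC100 high.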
# TAAR1 antagonist – human TAAR1 antagonism. Q96RJ0. CHO RD-HGA16 TAAR1, Fluo-8 calcium fluorescence, antagonist. inhibition, % at 3 µM. 1.5% of 360,000 active. AID 624466;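 active = inhibition above a per-plate cutoff, the mean inhibition of test compounds on that plate plus 3 SD, cut at about 49% in these data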;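 also: 0% = DMSO plus EC80 beta-PEA response and 100% = DMSO alone without agonist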
#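 Test system – hTAAR1-expressing CHO RD-HGA16 cells, Gα16-coupled · Also added – β-PEA at EC80 concentration, post-compound challenge · Compound – 3 µM, single point · Incubation – dye loading 75 min at 37 °C, then 30 min room temperature · Measured by – Fluo-8 intracellular calcium dye fluorescence, real-time kinetic reads · Benchmarks – vehicle and agonist controls · Replicates – singlicate, one well per test compound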
# CHO parental Ca – signal in parental CHO cells, OX1R antagonist counter-screen. parental CHO-K1, ATP-induced calcium, Fluo-8 fluorescence. inhibition, % at 5.6 µM. AID 463079. 0.63% of 330,000 active;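 active = inhibition above that plate's mean sample inhibition plus 3 SD, cut at about 26% in these data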;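 also: 0% = ATP-challenged DMSO wells and 100% = DMSO wells without ATP; some compounds past the cut are filed as inactive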
#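 Material – parental CHO cells · Reagent – ATP stimulus · Compound – single nominal dose of 5.6 µM per compound · Detection – Fluo-8 fluorescence · Read-out basis – percent inhibition of calcium signal · Controls – ATP-challenged DMSO wells low, unchallenged DMSO wells high · Repeats – no replicates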
# M1 ag parental – counter-screen for M1 agonists: effect in parental CHO-K1 cells | Fluo-8 calcium fluorescence; scaled to maximal ATP response, vehicle zero | activation, % at 3 µM | AID 602248 | 0.48% of 360,000 active; in the data active = activation above about 15%;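 also: untransfected CHO-K1 host cells lacking M1 receptor as counterscreen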
# M1 ag – agonists of human M1 muscarinic receptor. P11229. CHO-K1 hM1, Fluo-8 calcium fluorescence, agonist mode; 0% DMSO, 100% acetylcholine EC100. activation, % at 3 µM. 0.33% of 360,000 active;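 active = activation above the run's mean compound activation plus 3 SD, cut at about 16% in these data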;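 also: peak over basal fluorescence ratio within a 140 s kinetic read after compound addition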
# CHO-K1 Ca PAM – counter-screen for M1 PAMs: effect in parental CHO-K1 cells. ATP EC20, Fluo-8 calcium fluorescence; 0% at ATP EC20, 100% at ATP max. activation, % at 3 µM. 0.02% of 360,000 active. AID 602247;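 active = activation above the run cutoff, the mean activation of all test compounds plus 3 SD, cut at about 40% in these data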;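 also: peak over basal fluorescence ratio in a 140 s read after ATP addition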
# Active calls of the source: *; . = not tested or not shown. Hits appear at their usual frequency. About 4.2% of those tested had a hit in this group.
SMILES,CHO-K1 Ca antag,TAAR1 agonist,M1 antag,OXTR potentiator,TAAR1 antagonist,CHO parental Ca,M1 ag parental,M1 ag,CHO-K1 Ca PAM
Cc1cc(C)c(OCC(=O)Nc2ccccc2N2CCCCC2)c(C)c1,5,4,-14,2,-25,-29,-0.1,0,-4
COc1ccc(Cc2nnc(NS(=O)(=O)c3ccccc3)s2)cc1,-4,7,0,-4,3,-10,0.2,0,11
CN(C)C(CNC(=O)C1CCN(S(=O)(=O)c2cccc(Cl)c2Cl)CC1)c1ccccc1 (stereo not given),-1,6,21,-3,2,-15,2.7,-9,12
O=C(O)C(c1ccccc1)C1CCCCC1O (stereo not given),-13,0,-13,.,-7,.,8.2,-4,17
CC(C)(C)NC(=O)C1c2ccccc2OCC(=O)N1Cc1ccccc1 (stereo not given),0,2,.,.,-4,.,0.0,.,-10
CCC(=O)N1CCN(c2ccc(NC(=O)c3cc4ccccc4o3)cc2Cl)CC1,23,25,18*,-19,73*,18,10,2,-9
Cc1ccnc(N2CCCC(C(=O)NC3CC3)C2)n1 (stereo not given),-29,-5,-14,0,-3,8,1.3,-1,6
CNC(=O)c1sc(N2N=C3/C(=C/c4ccccc4)CCCC3C2c2ccccc2)nc1C (stereo not given),-26,.,-13,-11,.,-42,0.4,-2,15
O=C1C=C(c2ccc3ncccc3c2)C[C@@H](c2ccc(F)cc2)C1,-13,.,-1,-5,.,-33,4.0,-3,16
CC(C)(C)C(=O)c1c(N)[nH]c(C(=O)c2ccccc2)c1-c1ccc(Cl)cc1Cl,-14,0,.,.,-15,.,0.5,.,14
CC(=O)c1cccc(NC(=O)c2cccc3c(-c4cccnc4)coc23)c1,18,17,14,.,75*,.,7.0,3,-16
O=C(Cc1cccc(NC(=O)C2CCN(C(=O)c3ccccc3)CC2)c1)Nc1cccc(C(=O)N2CCCC2)c1,-12,10,-4,-5,-10,-10,1.5,-8,21

# Three compounds out of the list, ordered by formula weight, ascending.
SMILES,CHO-K1 Ca antag,TAAR1 agonist,M1 antag,OXTR potentiator,TAAR1 antagonist,CHO parental Ca,M1 ag parental,M1 ag,CHO-K1 Ca PAM
Cc1ccnc(N2CCCC(C(=O)NC3CC3)C2)n1 (stereo not given),-29,-5,-14,0,-3,8,1.3,-1,6
CC(C)(C)NC(=O)C1c2ccccc2OCC(=O)N1Cc1ccccc1 (stereo not given),0,2,.,.,-4,.,0.0,.,-10
CN(C)C(CNC(=O)C1CCN(S(=O)(=O)c2cccc(Cl)c2Cl)CC1)c1ccccc1 (stereo not given),-1,6,21,-3,2,-15,2.7,-9,12

# Next section.
SMILES,CHO-K1 Ca antag,TAAR1 agonist,M1 antag,OXTR potentiator,TAAR1 antagonist,CHO parental Ca,M1 ag parental,M1 ag,CHO-K1 Ca PAM
Cc1cc(NC(=O)c2cccc(S(=O)(=O)N3CCOCC3)c2)c2ccccc2n1,1,2,2,-18,8,-14,0.6,-4,3
CCN1CCN(C(c2ccccc2)c2nnnn2C(C)(C)C)CC1 (stereo not given),-27,1,.,.,0,.,1.2,.,27
O=C(NC1CCN(Cc2ccccc2)CC1)c1cc(-c2ccccn2)nc2ccccc12,-13,3,-3,-9,9,1,0.5,-6,19
C=CCn1c(=O)c2ccccc2n2c(SC(C)C(=O)Nc3nc(-c4ccccc4)cs3)nnc12 (stereo not given),12,4,-12,-1,-8,-16,0.1,-1,-6
O=C(CN(Cc1cccs1)C(=O)c1csnn1)NC1CCCC1,0,1,-2,-1,6,-14,0.3,-4,9
Cc1ccc(NC(=O)CSc2nnc(Cc3csc(C)n3)o2)cc1,-5,4,-9,-9,2,-9,-0.3,-1,-1
COC(=O)c1ccc(NC(=O)Cn2nc(C)cc2C)cc1,-8,1,-11,-8,-22,-11,1.1,-3,12
CC(C)(C)NC(=O)c1cnn(-c2ccccc2)c1NC(=O)c1ccccc1,-12,3,-6,-3,6,-20,0.5,-6,24
CC(C)Sc1nc(N)nc2c1ncn2C1OC(CO)C(O)C1O (stereo not given),-1,17,2,.,-15,.,0.3,0,-4
CC(=O)N1CCc2cc(S(=O)(=O)NCCC(=O)Nc3cccc(C)c3)ccc21,-12,10,-6,-13,4,-24,0.1,-2,15
Cc1c(NC(=O)CSc2nnc3sc4ccccc4n23)c(=O)n(-c2ccccc2)n1C,-9,20,0,-8,-21,-5,-0.3,-6,14
O=C(O)CCCn1nc(C(F)(F)F)c2c1CCCCC2,-5,8,-9,-1,-18,-7,1.4,-1,8
Cc1ccc(SCc2cc(=O)[nH]c(N3CCN(C)CC3)n2)cc1,-11,1,4,-1,2,-16,1.6,-5,19
COC(CNC(=O)C1CCCN(S(=O)(=O)c2c(C)noc2/C=C/c2cccs2)C1)OC (stereo not given),-2,6,3,-21,-1,-11,15*,-2,12
CCn1c(=O)cc(OCC(=O)Nc2cccnc2)c2ccccc21,-4,5,-10,3,18,-5,2.0,-2,23
COc1ccc(CN2CCNC(=O)C2CC(=O)O)cc1OC (stereo not given),-7,1,-18,0,9,0,0.5,0,14
CNC(=O)c1nnn(-c2ccccc2)c1C(=O)NC,1,15,-50,-2,8,2,-0.1,-1,2
Oc1ccc(-c2nccs2)cc1,-15,1,-17,.,5,.,1.1,-3,5
CCOC(=O)C1=C(O)C(=O)C(C(=O)OCC)C1 (stereo not given),-9,-1,-6,.,-4,.,0.3,-2,13
CCOCC(=O)N1CCN(c2ccc([N+](=O)[O-])cc2)CC1,7,-2,-1,-17,32,12,1.4,-5,-2
COC(=O)COc1ccc(S(=O)(=O)N2CCN(c3ccc(OC)cc3)CC2)cc1,8,2,-7,-2,-3,-9,0.7,-5,-1
C=C(C)c1cccc(C(C)(C)NC(=O)Nc2ccc(OC)nc2)c1,-5,-3,-5,-16,1,-7,1.1,4,0
O=C(COC(=O)C1(c2ccccc2F)CCCC1)NC1CCS(=O)(=O)C1 (stereo not given),-12,-3,-6,-10,1,3,0.5,-3,24
Cc1ccc(-c2nnc(Nc3ccc(CC(N)=O)cc3)c3ccccc23)cc1S(=O)(=O)NCCO,1,3,-13,3,-13,-8,-0.5,-4,-3

# Record cards, from the list above. Values in the order: CHO-K1 Ca antag, TAAR1 agonist, M1 antag, OXTR potentiator, TAAR1 antagonist, CHO parental Ca, M1 ag parental, M1 ag, CHO-K1 Ca PAM
# Profile of Cc1ccc(-c2nnc(Nc3ccc(CC(N)=O)cc3)c3ccccc23)cc1S(=O)(=O)NCCO = 1, 3, -13, 3, -13, -8, -0.5, -4, -3
# Profile of Cc1ccc(SCc2cc(=O)[nH]c(N3CCN(C)CC3)n2)cc1 = -11, 1, 4, -1, 2, -16, 1.6, -5, 19
# Profile of CNC(=O)c1nnn(-c2ccccc2)c1C(=O)NC = 1, 15, -50, -2, 8, 2, -0.1, -1, 2
# Profile of COC(=O)COc1ccc(S(=O)(=O)N2CCN(c3ccc(OC)cc3)CC2)cc1 = 8, 2, -7, -2, -3, -9, 0.7, -5, -1
# Profile of COc1ccc(CN2CCNC(=O)C2CC(=O)O)cc1OC (stereo not given) = -7, 1, -18, 0, 9, 0, 0.5, 0, 14

# (further entries)
SMILES,CHO-K1 Ca antag,TAAR1 agonist,M1 antag,OXTR potentiator,TAAR1 antagonist,CHO parental Ca,M1 ag parental,M1 ag,CHO-K1 Ca PAM
c1ccc2c(c1)Nc1cc3ccccc3cc1S2,-5,0,-9,-4,-9,-6,0.6,-4,19
COc1cc(OC)c(OC)cc1/C=C1\Oc2cc(OCC(=O)N3Cc4ccccc4C[C@H]3C(=O)O)ccc2C1=O,3,.,-7,-2,.,-2,4.3,4,17
CCOC(=O)C(NCCOC)(NC(C)=O)C(F)(F)F (stereo not given),-9,13,-6,-2,10,-9,0.2,-3,18
S=C(Nc1ccc(Cl)cc1)c1nc2ccccc2s1,-14,6,-12,-8,-14,-20,0.2,-3,0
COc1ccccc1CNn1c(-c2cccc(C)c2)nc2ccccc2c1=O,-14,11,10,-3,43,-36,1.6,-10,4
Cc1cc(C(F)(F)F)c2c(N)c(C(=O)NCc3ccc(Cl)cc3)sc2n1,13,3,.,.,2,.,0.8,.,-2
CCCNC(=O)NC(=O)COC(=O)/C=C/c1cc(Br)ccc1F,-18,0,-10,1,-29,0,0.8,-3,0
Cc1ccc2[nH]c3nc(NN)nnc3c2c1,1,0,-15,.,6,.,0.1,-3,0
COc1cc2nc(C3CCC3)nc(N3CCN(c4ccccc4OC)CC3)c2cc1OC,-14,0,66*,-9,1,-36,2.0,-9,14
CS(=O)(=O)N1CCc2cc(S(=O)(=O)N3CCN(Cc4ccc5c(c4)OCO5)CC3)ccc21,-5,1,-7,-9,0,-23,2.8,-3,11
Cc1ccc2c(C)c(C(=O)N3CCN(C4CCS(=O)(=O)C4)CC3)oc2c1C (stereo not given),9,0,-3,-5,-26,-16,0.1,-3,12
CCOC(=O)NC1(Nc2ccc(C)cc2)Oc2ccccc2O1,-11,1,-7,2,-21,6,0.8,-6,30
COc1ccc2[nH]c3c(c2c1)CCNC3C1CC=C(C)CC1 (stereo not given),-5,15,1,-9,-4,-2,3.6,-4,1
Cc1ccc(S(=O)(=O)N2CCN(C(=O)N3CCOCC3)C2C(C)C)cc1 (stereo not given),10,5,0,-1,7,2,0.0,-1,11
Cc1c(NC(=O)C2CCCN2S(=O)(=O)c2ccc(Cl)cc2)c(=O)n(-c2ccccc2)n1C (stereo not given),-1,2,0,-10,-13,-14,-0.2,0,-8
COc1ccc(C2CC(=O)n3c(nc4ccccc43)S2)cc1OC (stereo not given),0,15,-13,-17,33,-14,-0.1,-4,15
CCc1cc(=O)oc2cc(C)cc(OC(C)C(=O)O)c12 (stereo not given),-8,1,-7,0,-4,1,0.1,-4,26
Cc1ccc(S(=O)(=O)/N=C(\N)Nc2nc(C)c3cc(C)c(C)cc3n2)cc1,-46,2,-2,-2,-10,-12,0.9,-3,20
COC(=O)C1=C(N)Oc2cc(C)n(Cc3cccnc3)c(=O)c2C1c1ccc(OC)c(OC)c1 (stereo not given),-10,10,9,-6,17,-7,1.7,-2,14
O=C(NC1CCCCC1)C1CCN(S(=O)(=O)N2CCCCCC2)CC1,-11,3,-6,-4,10,-2,1.1,-5,19
COc1ccc(/C=C/C(=O)Nc2cccc(F)c2)cc1S(=O)(=O)N1CCOCC1,-8,12,11,-3,7,-24,4.4,-3,-7
